Source: PubChem BioAssay (SRMLSC)
E coli WT inh = blocks growth of wild type E. coli BW25113. E. coli BW25113 growth inhibition, OD600. inhibition, % at 10 µM. hit rate 0.05% among 20,000. AID 552; in the data active = inhibition above about 40%;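 also: bacteria exposed to compound for 20 hours at 37 °C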
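assay system = bacterial strain in a whole-cell growth screen | quantity = inoculum from a 1:1000 dilution of a 1.5 h subculture | buffer or medium = LB broth with 50 µg/mL kanamycin | compound dosing = one dose, 10 µM final | schedule = compound exposure of 20 h at 37 °C | technique = absorbance at 615 nm as a measure of bacterial growth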
The depositor's hits bear a star. Some of the compounds tested; the hit share may differ from the screen's.

SMILES | E coli WT inh
CC1CCCCC1NC(=O)CCCc1nc2ccccc2c(=O)[nH]1 (stereo not drawn) | 4
Cc1cc(=O)oc2cc(OCC(=O)OCC(=O)N3CCc4ccccc43)ccc12 | -2
Cc1ccc(N2C(N)=C(C#N)C(c3cccnc3)C3=C2CC(C)(C)CC3=O)cc1 (stereo not drawn) | -16
c1ccc2[nH]c(SCc3cscn3)nc2c1 | -16
CCCCSc1nnc(-c2ccc(C)cc2)o1 | 4
CC(=O)c1ccc(Cc2cnc(N)s2)cc1 | 0
CCOC(NC(=O)c1ccccc1)C(NC(=O)c1ccccc1)OCC (stereo not drawn) | -20
COc1ccc(-c2noc(CN3CCOCC3)n2)cc1OC | 2
O=S(=O)(NCCSc1nnnn1-c1ccccc1)c1cccs1 | -13
O=C(Nc1cccnc1)c1cc2c(ccc3ccccc32)o1 | -4
COc1ccc(-c2noc(COc3ccc4c(c3)OCO4)n2)cc1 | 1
COc1ccc(C2C(C(=O)c3sc(C)nc3C)=C(O)C(=O)N2CCN2CCOCC2)cc1 (stereo not drawn) | 0
COc1ccc(CN(C(=O)CNC(=O)c2ccco2)C(C(=O)NC2CCCC2)c2ccco2)cc1 (stereo not drawn) | -4
CC1CN(C(=O)c2cc(F)c(F)cc2Cl)CC(C)O1 (stereo not drawn) | -17
S=c1[nH]c2ncccc2o1 | -18
CCCCN(C)C(=O)c1cn(C)c2ccc(S(=O)(=O)N(C)C)cc2c1=O | 9
COc1ccccc1CNS(=O)(=O)c1cccc(S(=O)(=O)N2CCOCC2)c1 | 6
CC(=O)C1=C(NC(=O)c2ccccc2F)C[C@@H]2[C@H]1C2(C)C | 16
COc1ccccc1Nc1nc(C)cc(=O)[nH]1 | -11
CC(=O)Nc1ccc(S(=O)(=O)N2CCC(c3nc4ccccc4[nH]3)CC2)cc1 | 4
O=C(CN1CCOCC1)NC1CC2CCC1C2 (stereo not drawn) | -21
COc1ccc2cnn(-c3ccccc3C)c(=O)c2c1OC | -2
CC(C)OC(=O)CSc1nnc(-c2ccc(C(C)(C)C)cc2)n1N | -2
COc1ccc2[nH]c(=O)c(CN(CCO)S(=O)(=O)c3ccc4c(c3)OCCO4)cc2c1 | -3
c1ccc(N2CCN(c3ncnc4scc(-c5cccs5)c34)CC2)cc1 | -19
(listing goes on)
SMILES | E coli WT inh
Cc1cccc(NC(=O)c2cc(NC(=O)c3ccco3)ccc2N2CCCCC2)c1 | -2
COc1ccc(-c2nnc(SCC(=O)N3CCOCC3)o2)cc1OC | -1
Cc1ccc(-c2noc(CCC(=O)NC3CCCc4ccccc43)n2)cc1 (stereo not drawn) | -3
O=S(=O)(NCc1ccncc1)c1ccc(Br)s1 | 1
CCOC(=O)c1cc2sccc2n1CC(=O)Nc1ccc2c(c1)OCCO2 | 9
Cc1c(Cl)cccc1NC(=O)NC1CCCCC1 | -28
CCOCCc1nnc(NC(=O)c2cccs2)s1 | -18
Cc1cc(NC(=O)CCCN2C(=O)c3cccnc3C2=O)no1 | 8
CC1c2nc3ccccc3n2C(CC(=O)NCc2ccccn2)C(=O)N1Cc1ccccc1 (stereo not drawn) | -3
Cn1nc(C(=O)Nc2cccnc2)c2ccccc2c1=O | -18
COC(=O)c1[nH]c2cc(OC)ccc2c1NC(=O)CCN1CCCCC1 | -4
Cc1ccc(NC(=O)c2ccccc2O)cc1 | 10
O=c1[nH]c2ccccc2n1CCCN1CCN(C(c2ccccc2)c2ccccc2)CC1 | 3
CC(C)COC(=O)c1cc(-c2ccc(/C=N/n3cnnc3)o2)ccc1Cl | 7
COc1cccc2cc(C(=O)N3CCN(C(=O)c4ccco4)CC3)c(=O)oc12 | -25
Cc1cccc(Cn2c(NCC(C)O)nc3c2c(=O)n(C)c(=O)n3C)c1 (stereo not drawn) | 2
COc1ccccc1C1SCCN1S(=O)(=O)c1cccc(C(F)(F)F)c1 (stereo not drawn) | -14
CCC1Oc2ccc(C)cc2N(CC(=O)NCCCN2CCCCC2CC)C1=O (stereo not drawn) | 2
COc1ccc(OC)c(S(=O)(=O)NC2CCN(Cc3ccccc3)CC2)c1 | 0
CCOC(=O)CNC(=O)c1cc(C)oc1C | -13
O=C(CNc1ccccc1)Nc1ccc(F)cc1 | 5
Cc1occc1C(=O)NCc1ccccn1 | -17
O=C(Nc1ccccc1OC(F)F)c1ccc(F)cc1 | -18
Cn1cccc1Cc1nnc(SCC(=O)Nc2ccccc2F)n1-c1ccc(F)cc1 | 7
O=C(Nc1cc(C(=O)N2CCOCC2)cc(C(=O)N2CCOCC2)c1)c1cc(F)c(F)cc1Cl | -18
(cont.)
SMILES | E coli WT inh
COc1ccc2cc(C#N)c(N3CCN(Cc4nnnn4CCC(C)C)CC3)nc2c1 | 0
CC(C)OC(=O)CSc1nc2ccccc2s1 | 3
COCn1c(COc2ccccc2)nc2ccccc21 | 1
O=C(NCC1CCCO1)c1cccc(NC(=O)c2ccco2)c1 (stereo not drawn) | -20
Nn1c(=O)c2ccccc2n2c(SCc3ccccc3)nnc12 | -20
CC1CCc2nc(NCCO)nc(C(F)(F)F)c2C1 (stereo not drawn) | 2
COc1cccc(CNc2nc3ccccc3n2CCN2CCCCC2)c1OC | -1
O=C(Nc1ccc2snnc2c1)N1CCN(c2ccccc2)CC1 | -3
COc1ccc(NC(=O)Nc2ccccc2C(N)=O)cc1OC | -14
CCC(CC)C(=O)Nc1cc(OC)c(OC)cc1C(=O)O | 1
O=C(NCCN1C(=O)C2C3C=CC(C3)C2C1=O)N1CCCCC1 (stereo not drawn) | 2
CN(C)S(=O)(=O)N1CCN(S(=O)(=O)N(C)C)CC1 | -23
CCCn1nnc(NCc2ccc(OCc3cccs3)c(OC)c2)n1 | -6
CCC(Oc1ccccc1)C(=O)Nc1ccccc1OC (stereo not drawn) | -1
COc1ccc(-n2c(/C=C(\C)O)nc(=O)c3c(C)cc(C)nc32)cc1 | -9
C#CCOC(=O)c1ccccc1C(=O)n1nnc2ccccc21 | -8
Nc1ncnc2c1ncn2CCOc1ccccc1 | -25
COCCn1c(SCC(=O)Nc2nnc(C)s2)nnc1-c1ccncc1 | 8
CC1Cc2ccccc2N1C(=O)COC(=O)Cn1nnc(-c2ccccc2)n1 (stereo not drawn) | -2
CN1CCc2c(sc3c2c(=O)n(-c2cccc(Cl)c2)c2nncn32)C1 | 11
CCN(C1CCCCC1)S(=O)(=O)c1ccc(OC)c(C)c1 | -3
Cc1cccc(N2CCN(C(=O)c3cc4ccccc4oc3=O)CC2)c1C | 8
Cc1ccc(S(=O)(=O)C(F)(F)F)cc1NC(=O)c1cccnc1 | 5
CC(=O)c1cccc(N(CC(=O)N2CCOCC2)S(C)(=O)=O)c1 | -11
Cc1cc(NC(=O)CSc2nc(CCC3CCCC3)nc3ccccc23)no1 | 9
Further structures.
SMILES | E coli WT inh
c1ccc(OCCCn2nnc(-c3cccnc3)n2)cc1 | 1
C=CCn1c(SCC(=O)Nc2nccs2)nnc1-c1cc2cccc(OC)c2o1 | -22
Cc1ccc2ncnc(NCCCN3CCOCC3)c2c1 | -7
COC(=O)c1cc(Br)c(=O)n(-c2ccccc2OC)c1 | -19
CC(C)CCN(C)C1CCN(S(=O)(=O)c2ccc(F)cc2)CC1 | -2
COc1ccccc1CNC(=O)C1CCCN(S(=O)(=O)c2cnc[nH]2)C1 (stereo not drawn) | 8
CCOC(=O)C1CCCN(C(=O)c2ccc3c(c2)OCO3)C1 (stereo not drawn) | -4
O=C(O)C1CCCCC1C(=O)NCCc1cccc(Cl)c1 (stereo not drawn) | -14
Cc1cc(C)nc(SCC(=O)Nc2ccc(N3CCOCC3)c(Cl)c2)n1 | -4
O=C(Nc1cc(C(F)(F)F)ccc1Cl)C1CCN(c2nnc(-n3cccc3)s2)CC1 | 9
CCOc1ccccc1C1C(C(=O)Nc2ccc(OC)cc2)=C(C)Nc2nc(CCCO)nn21 (stereo not drawn) | -4
COc1ccc(C2C(C(=O)c3sc(C)nc3C)=C(O)C(=O)N2CCN(C)C)cc1OC (stereo not drawn) | -1
CCn1c(SCC(=O)c2c[nH]c3ccccc23)nnc1-c1cccs1 | -14
O=C(O)c1cccc(NC(=O)C2CC(=O)N(Cc3ccccc3)C2)c1 (stereo not drawn) | -13
Cc1nc2nc(Cc3ccccc3)nn2c(C)c1Cl | -1
COc1ccccc1NC(=O)C1=C(C)Nc2nnnn2C1c1ccccc1OC (stereo not drawn) | 0
COc1cccc(C2CC(c3ccccc3)n3ncnc3N2)c1 (stereo not drawn) | 6
CC(C)(C)C(=O)CNS(=O)(=O)c1ccc(S(=O)(=O)NC2CCCC2)cc1 | 1
O=C(Cn1cc(C(=O)c2cccs2)c2ccccc21)NCc1cccs1 | 7
O=C(NCCN1CCOCC1)c1cccc(S(=O)(=O)N2CCCCCC2)c1 | -15
Clc1ccc(Cn2ncc3c(N4CCCC4)ncnc32)cc1 | -10
Cc1ccc(OCCCn2c(CO)nc3ccccc32)cc1 | -12
NC(=O)CSc1nnnn1CC(CC(=O)O)c1ccccc1 (stereo not drawn) | -29
O=C(NCc1cccnc1)c1ccc(COc2ccccc2Br)o1 | 2
OCCSc1c(F)c(SCCO)c(SCCO)c(F)c1SCCO | 2

In the list so far, these have a tert-butyl group.
SMILES | E coli WT inh
CC(C)OC(=O)CSc1nnc(-c2ccc(C(C)(C)C)cc2)n1N | -2
CC(C)(C)C(=O)CNS(=O)(=O)c1ccc(S(=O)(=O)NC2CCCC2)cc1 | 1

(next part)
SMILES | E coli WT inh
CCCSC1=C(C#N)C(c2ccccc2OCC)CC(=O)N1 (stereo not drawn) | -3
Cc1cc(C)c(S(=O)(=O)N2CCCCC2)c(C)c1-n1ncnn1 | -15
O=S(=O)(c1ccc2c(c1)OCCO2)N1CCN(c2cccc(Cl)c2)CC1 | -15
O=C(c1ccco1)N1CCN(S(=O)(=O)c2ccc3c(c2)CCN3C(=O)C2CCC2)CC1 | 5
COc1ccc(N2CCN(C(=O)c3cccc(Cn4cc(Cl)cn4)c3)CC2)cc1 | -8
COc1ccccc1CNS(=O)(=O)c1ccc(NC(C)=O)cc1 | -2
COc1cccc(OC)c1-c1nn2c(-c3cc(-c4ccccc4)n[nH]3)nnc2s1 | -11
O=C(c1ccc(Cl)cc1)N1CCCOC1 | -4
Cc1cc(C)cc(OCc2nnc(SCC(=O)N3CCN(c4ccccc4)CC3)o2)c1 | -13
Cc1ccc(S(=O)(=O)NC(C)(C)CSc2nncn2N)cc1 | -25
O=C(N1CCOCC1)N1c2ccccc2CC(N2CCOCC2)c2ccccc21 (stereo not drawn) | 0
CCOC(=O)c1cc2n(n1)C(C(F)(F)F)CC(C)N2 (stereo not drawn) | -18

28 entries already listed, arranged by formula weight, descending:
SMILES | E coli WT inh
CCOc1ccccc1C1C(C(=O)Nc2ccc(OC)cc2)=C(C)Nc2nc(CCCO)nn21 (stereo not drawn) | -4
O=C(Nc1cc(C(F)(F)F)ccc1Cl)C1CCN(c2nnc(-n3cccc3)s2)CC1 | 9
COc1ccc(C2C(C(=O)c3sc(C)nc3C)=C(O)C(=O)N2CCN(C)C)cc1OC (stereo not drawn) | -1
O=C(c1ccco1)N1CCN(S(=O)(=O)c2ccc3c(c2)CCN3C(=O)C2CCC2)CC1 | 5
Cc1cc(C)cc(OCc2nnc(SCC(=O)N3CCN(c4ccccc4)CC3)o2)c1 | -13
OCCSc1c(F)c(SCCO)c(SCCO)c(F)c1SCCO | 2
COc1ccc(N2CCN(C(=O)c3cccc(Cn4cc(Cl)cn4)c3)CC2)cc1 | -8
COc1cccc(OC)c1-c1nn2c(-c3cc(-c4ccccc4)n[nH]3)nnc2s1 | -11
CC(C)(C)C(=O)CNS(=O)(=O)c1ccc(S(=O)(=O)NC2CCCC2)cc1 | 1
O=C(N1CCOCC1)N1c2ccccc2CC(N2CCOCC2)c2ccccc21 (stereo not drawn) | 0
COc1ccccc1NC(=O)C1=C(C)Nc2nnnn2C1c1ccccc1OC (stereo not drawn) | 0
O=C(NCc1cccnc1)c1ccc(COc2ccccc2Br)o1 | 2
O=C(Cn1cc(C(=O)c2cccs2)c2ccccc21)NCc1cccs1 | 7
CCn1c(SCC(=O)c2c[nH]c3ccccc23)nnc1-c1cccs1 | -14
Cc1ccc(S(=O)(=O)NC(C)(C)CSc2nncn2N)cc1 | -25
O=C(O)c1cccc(NC(=O)C2CC(=O)N(Cc3ccccc3)C2)c1 (stereo not drawn) | -13
Cc1cc(C)c(S(=O)(=O)N2CCCCC2)c(C)c1-n1ncnn1 | -15
COc1ccccc1CNS(=O)(=O)c1ccc(NC(C)=O)cc1 | -2
NC(=O)CSc1nnnn1CC(CC(=O)O)c1ccccc1 (stereo not drawn) | -29
CCCSC1=C(C#N)C(c2ccccc2OCC)CC(=O)N1 (stereo not drawn) | -3
Clc1ccc(Cn2ncc3c(N4CCCC4)ncnc32)cc1 | -10
O=C(O)C1CCCCC1C(=O)NCCc1cccc(Cl)c1 (stereo not drawn) | -14
COc1cccc(C2CC(c3ccccc3)n3ncnc3N2)c1 (stereo not drawn) | 6
CCOC(=O)C1CCCN(C(=O)c2ccc3c(c2)OCO3)C1 (stereo not drawn) | -4
Cc1ccc(OCCCn2c(CO)nc3ccccc32)cc1 | -12
CCOC(=O)c1cc2n(n1)C(C(F)(F)F)CC(C)N2 (stereo not drawn) | -18
Cc1nc2nc(Cc3ccccc3)nn2c(C)c1Cl | -1
O=C(c1ccc(Cl)cc1)N1CCCOC1 | -4
